Source: PubChem
KCNQ2 block – KCNQ2 potassium channel inhibitors, primary screen, cell-based, CHO-K1, FluxOR thallium flux, B-score (AID 2156); 20 min; stronger effect = lower value; B-score at 10 µM; actives 1.1% (n = 310,000);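 active = fluorescence ratio B-score at most minus 3 library SDs, with starting brightness B-score within 2 library SDs, cut at about -5.5 in these data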
Kir21 block – inhibitors of mouse Kir2.1 inward-rectifier potassium channel; AID 1672, 2009; actives 0.85% (n = 310,000); B-score at 10 µM; HEK293-Kir2.1, FluxOR thallium flux fluorescence; stronger effect = lower value;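 active = fluorescence ratio B-score at or below minus 3 SD of library scores, with starting-brightness B-score within 2 SD, cut at about -4.2 in these data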;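 note: channel flux triggered by added potassium and thallium sulfate stimulus; B-score of peak minus minimum fluorescence over baseline after thallium stimulus; more negative B-score means stronger Kir2.1 block with less thallium influx; some compounds called inactive have numbers as strong as hits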
Target sequence (P35561 whole entry, looked up): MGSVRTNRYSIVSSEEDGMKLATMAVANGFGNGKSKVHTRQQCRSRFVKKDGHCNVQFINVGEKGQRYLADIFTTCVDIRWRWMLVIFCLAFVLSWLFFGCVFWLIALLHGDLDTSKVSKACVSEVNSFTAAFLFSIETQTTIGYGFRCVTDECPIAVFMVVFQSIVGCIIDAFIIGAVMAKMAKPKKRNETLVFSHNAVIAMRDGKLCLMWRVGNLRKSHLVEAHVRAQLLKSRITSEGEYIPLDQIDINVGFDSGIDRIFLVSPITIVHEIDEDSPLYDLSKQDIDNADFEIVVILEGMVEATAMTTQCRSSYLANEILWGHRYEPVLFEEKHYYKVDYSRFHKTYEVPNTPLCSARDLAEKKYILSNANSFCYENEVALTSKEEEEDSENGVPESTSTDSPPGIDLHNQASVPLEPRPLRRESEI
The depositor's hits bear a star; i = inactive.

SMILES	KCNQ2 block	Kir21 block
C(=C\CSc1nnnn1-c1ccccc1)/CSc1nnnn1-c1ccccc1	i	-1.9
CCc1ccccc1OCCCCN1CCCCC1	i	1.1
O=C(Oc1ccc(-c2cn3c(n2)SCC3)cc1)c1ccccc1	i	-0.06
Cn1c(SCC(=O)Nc2ccc(F)cc2)nnc1C1CC1	i	-0.13
O=[N+]([O-])c1ccc2c(c1)C=C1CCCCC1(N1CCCCC1)O2 (stereo unspecified)	-5.7*	0.97
Cc1cc(O)ccc1C1(c2ccc(O)cc2C)OC(=O)c2ccccc21	i	-2.1
Cc1sc(NC(=S)NC(=O)C(C)(C)C)c(C(N)=O)c1C	i	0.17
Cc1nc2nc(CC(=O)O)[nH]n2c(=O)c1[N+](=O)[O-]	i	-0.51
O=C(COC(=O)/C=C/c1ccc(Cl)cc1Cl)NCCC1=CCCCC1	i	-0.01
COc1ccc(NC2=CC(=O)CC(c3ccccc3)C2)c(OC)c1 (stereo unspecified)	i	-0.17
COc1ccc(OCC(=O)Nc2ccc(NC(=O)c3ccccc3Cl)c(OC)c2)cc1	i	0.98
Cc1ccc(NC(=O)c2c(Cl)nc3ccccn23)cc1	i	0.17
O=C(CSc1nncs1)Nc1ccc(Cl)cc1C(F)(F)F	i	0.17
CN(C(=O)C1CCC(=O)N(CCCN2CCCC2=O)C1)C(C1CC1)C1CC1 (stereo unspecified)	i	-0.01
CCC(C)(C)C1CCC(NC(=O)N2CCN(c3ccccc3O)CC2)CC1 (stereo unspecified)	i	-1.2
CCNc1nc(NC(C)C)nc(SCCOc2ccc(C)cc2)n1	-5.6*	0.54
OCCC1CN(Cc2cccc3c2OCO3)CCN1C1CCCC1 (stereo unspecified)	i	-1.7
CCCCN(CC)C(=O)Cn1cnc2ccc(S(=O)(=O)N3CCC(C)CC3)cc2c1=O	i	-2
O=C(CNC(=O)c1ccc(Cl)cc1Cl)OCc1ccccc1	i	0.57
CCN(Cc1ccccc1)C(=O)c1ccccc1C	i	-0.45
O=C(CNc1cc(S(=O)(=O)N2CCCC2)ccc1OCC(F)(F)F)Nc1cc(Cl)cc(Cl)c1	i	-0.09
CCC(C(=O)OCC(=O)Nc1ccc(C(=O)Nc2ccc(OC)cc2)cc1)c1ccccc1 (stereo unspecified)	i	-0.03
CCOc1cc(/C=N/Nc2nc(C)cc(=O)[nH]2)ccc1O	i	0.87
Cc1ccc(CCC(=O)Nc2ncc(Cc3cccc(Cl)c3Cl)s2)o1	i	0.15
CN(Cc1ccccc1)c1ccc(N2C(=O)CCC2=O)cc1[N+](=O)[O-]	i	0.39

Single entries from the results shown.
In Kir21 block, Cc1cc(O)ccc1C1(c2ccc(O)cc2C)OC(=O)c2ccccc21 is entered as -2.1
In KCNQ2 block, CCNc1nc(NC(C)C)nc(SCCOc2ccc(C)cc2)n1 is entered as -5.6*
In Kir21 block, O=C(COC(=O)/C=C/c1ccc(Cl)cc1Cl)NCCC1=CCCCC1 is entered as -0.01

Going on with the list:
SMILES	KCNQ2 block	Kir21 block
CCOC(=O)N1CCC(c2nc(C)sc2C(=O)O)CC1	i	3.5
CC(=O)c1cccc(NC(=O)CN(C)S(=O)(=O)c2ccc3c(c2)CC(C)N3C(C)=O)c1 (stereo unspecified)	i	0.54
COCCN(Cc1cc2cc(C)ccc2nc1Cl)C(=O)Nc1ccccc1C	i	-0.03
O=C(COc1coc(CN2CCc3ccccc32)cc1=O)Nc1ccccc1	i	-0.2
C[C@H](NC(=O)c1ccco1)C(=O)Nc1cccc([N+](=O)[O-])c1	i	0.6
CCCc1cc(C(=O)Nc2ccc(C(C)=O)cc2)no1	i	0.45
O=C(Nc1cccc(Cl)c1)c1cc(-c2ccco2)on1	i	-2.2
CCCN(CCC)C(=O)C1CCCN1S(=O)(=O)c1cccc2nsnc12 (stereo unspecified)	i	-0.49
OCC(O)CN1CCCC1 (stereo unspecified)	i	-0.75
CC(=O)NC1CC2CCCC(C1)N2CC(=O)N1CCCc2ccccc21 (stereo unspecified)	i	-1.1
CCOC(=O)N1CCN(C(=O)Cn2nc(C)n3nc(-c4ccc(CC)cc4)cc3c2=O)CC1	i	1.5
COc1ccc(-n2c(C)cc(C(=O)CN3C(=O)c4ccccc4C3=O)c2C)cc1	i	0.76
CC1CCC(CN2CCN=C2Nc2ccccc2)CC1 (stereo unspecified)	i	-0.54
Cc1cc2c(cc1C)C(=O)NC(C)(C)C2	i	-1.2
COc1cccc(COC(=O)c2ccc(S(=O)(=O)N3CCC(C)CC3)cc2)c1OC	i	0.16
C=CCNC(=O)c1c(N)n(-c2cccc(S(N)(=O)=O)c2)c2nc3ccccc3nc12	i	-0.73
Cc1ccc(C(=O)CS(C)(=O)=O)cc1	i	-0.81
Cc1ccccc1C(=O)Nc1ccc(Br)cn1	i	-0.05
Cc1c(C(=O)N(CCC#N)c2ccccc2)sc2nc3n(c(=O)c12)CCCC3	i	-0.5
Cc1ccc(S(=O)(=O)NCC(=O)N(CC(=O)NC(C)(C)C)Cc2cccs2)cc1	i	2.9
O=C(Nc1nnc(-c2cccs2)o1)c1ccco1	i	1.3
Cc1cccc(N=C(NO)c2nonc2N)c1	i	-1.9
Cc1ccc(S(=O)(=O)NNC(=O)C(O)(c2ccccc2C)c2ccccc2C)cc1	i	-1.1
Cc1ccc(NCc2nc3ccccc3n2CCOc2ccccc2)cc1	i	-0.23
COC(=O)c1ccc2ccn(CC(=O)NC(C)C)c2c1	i	1.4

The final 4 records of the section above are carried over, then new ones follow:
SMILES	KCNQ2 block	Kir21 block
Cc1cccc(N=C(NO)c2nonc2N)c1	i	-1.9
Cc1ccc(S(=O)(=O)NNC(=O)C(O)(c2ccccc2C)c2ccccc2C)cc1	i	-1.1
Cc1ccc(NCc2nc3ccccc3n2CCOc2ccccc2)cc1	i	-0.23
COC(=O)c1ccc2ccn(CC(=O)NC(C)C)c2c1	i	1.4
O=S(=O)(NCCc1ccccc1)c1cnc(Cl)c(Br)c1	i	-0.78
CN(Cc1ccccc1)C(=O)COC(=O)c1ccc(=O)n(Cc2ccccc2)n1	i	2.3
CNC(=S)N/N=C/c1c(C)nn(-c2cccc(Cl)c2)c1Cl	i	1.7
Cc1noc(/C=C/N(C)C)c1S(=O)(=O)N1CCC(C(=O)O)CC1	i	1.2
O=C1CN(c2nc(-c3cccs3)nc3sc4c(c23)CCCC4)CCN1	i	-1.2
COc1cccc(C(=O)NN=C2CCCC2)c1	i	0.65
Cc1ccccc1-c1n[nH]c(=S)o1	i	-0.14
Cc1ccccc1C(OCCN(C(C)C)C(C)C)c1ccccc1 (stereo unspecified)	i	-2.7
CC(=O)c1cccc(CN2CCCC(CCC(=O)NCc3ccc(F)c(F)c3)C2)c1 (stereo unspecified)	i	-1.5
Cc1ccc(S(=O)(=O)N2CC(O)C[C@H]2C(=O)OCC(=O)Nc2ccc(N3CCCCC3)cc2)cc1C (stereo partly specified)	i	0.36
C/C(=N\NC(=O)c1ccc(CSc2cccc3cccnc23)cc1)C1CCCCC1	i	0.58
O=C(NC(=S)Nc1nc2ccccc2s1)c1ccco1	i	0.11
Cn1c(CSCc2ccc(F)cc2)nnc1SCC(=O)Nc1cccc(C(=O)O)c1	i	-1.3
COc1ccc(CC(=O)NNC(=O)c2cccnc2)cc1OC	i	0.06
CC(=O)Nc1ccc(NC(=O)C(C)N2CCN(S(=O)(=O)c3ccc(C)cc3)CC2)cc1 (stereo unspecified)	i	0.5
COc1cc(Cn2ccnc2)c(OC)cc1Cn1ccnc1	i	-0.99
O=C1/C(=C/c2cccc(Br)c2)SC(=S)N1/N=C/c1cc([N+](=O)[O-])ccc1O	i	-1.9
CCOC(=O)CSc1nc(C)c2ccccc2n1	i	0.34
C/C(=N\NC(=S)NCCc1ccccc1)c1ccc(Cl)cc1Cl	i	0.3
COC(=O)c1c(NC(C)=O)sc(C(=O)N2CCOCC2)c1C	i	0.03
CCc1n[nH]c2c1/C(=N\O)CC(C)(C)C2	i	1.1
Cn1c(CNC(=O)c2ccc(Cl)c(Cl)c2)nnc1SCC(=O)Nc1sc2c(c1C#N)CCCC2	i	-0.24
COC(=O)c1sc(-c2ccccc2)cc1NC(=O)c1ccccc1	i	0.39
CCOC(=O)c1c(N)sc(C(C)=O)c1C	i	0.37
COc1ccc(-n2ncc3c(N4CCCCC4)ncnc32)cc1	i	0

Additional entries follow.
SMILES	KCNQ2 block	Kir21 block
CN(C)c1ccc(NC(=O)c2ccc(N3CCOCC3)nc2)cc1	i	1.3
CCOC(=O)c1ccc(S(=O)(=O)Nc2ccc3cn[nH]c3c2)cc1	i	0.23
COc1ccc(CCNC(=O)CCC2COc3ccccc3O2)cc1OC (stereo unspecified)	i	0.4
Oc1ccccc1/C=N/NC(=S)NCCc1ccccc1	i	0.02
CC(=O)N1CCc2c(sc(NC(=O)Cc3ccccc3)c2C(N)=O)C1	i	-0.04
NC(=O)c1cnn2c(C(F)(F)F)cc(-c3ccccc3)nc12	i	2.7
O=c1[nH]n2c(=O)c3c([nH]c2c1N=Nc1cccc(Cl)c1)CCCC3	i	-0.89
C/C(=N/OC(=O)c1ccc(C)cc1)c1cccs1	i	0.91
CCOC(=O)c1c(C)[nH]c(C(=O)COC(=O)c2ccccc2NC(=O)c2ccco2)c1C	i	2.1
CCCC(=O)Nc1nc2c(C)c(Cl)ccc2s1	i	2.1
Cc1cccc2[nH]c(-c3ccc(NC(=O)c4ccco4)cc3)nc12	i	-0.34
C/C(=N\N1CCN(c2ccc(Cl)cc2)CC1)c1cccs1	i	0.29
CCOC(=O)C1(Cc2cccc(Cl)c2)CCCN(C(=O)CCOC)C1 (stereo unspecified)	i	-0.11
S=C1NCCOCCOCCOCCNC(=S)NCCOCCOCCOCCN1	i	1.4
COc1ccc(-n2c3c(cc(C#N)c2=O)C(=O)CCC3)cc1	i	-0.08
COc1ccc(C)cc1S(=O)(=O)N(C)CC(=O)NC1CCCCC1	i	-0.32
Brc1ccc(-c2noc3c2-c2nc(-c4ccccc4)sc2CC3)cc1	i	0.05
Clc1ccccc1C(c1nnnn1Cc1ccco1)N1CCN(Cc2ccco2)CC1 (stereo unspecified)	i	-1.7
CCN(CCn1cccn1)C(=O)CC1C(=O)NCCN1Cc1cc(OC)cc(OC)c1 (stereo unspecified)	i	2.6
O=C(c1ccccn1)N(c1ccccc1)C1(C(=O)NC2CCCCC2)CCCCC1	i	-0.26
O=C(CN1CCN(c2ccccc2O)CC1)Nc1ccc2c(c1)CCC2	i	1.5
CC(=O)c1cnc2cc(-c3ccc(C)cc3)nn2c1C	i	0.25
Cc1ccc(C(=O)c2c3ccc(C(F)(F)F)cc3[n+]([O-])n2CCCN)cc1	i	0.21
O=C(c1ccc([N+](=O)[O-])c(CS(=O)(=O)c2ccc(Cl)cc2)c1)N1CCCCC1	i	0.7
Cc1nc(C)n(CC(=O)c2ccc(Cl)cc2Cl)n1	i	-0.3

Later entries
SMILES	KCNQ2 block	Kir21 block
CCOC(=O)C1CCN(C(=O)CNC(=O)OC(C)(C)C)CC1	i	0.65
COc1ccc(-c2ccnc3nc(N4CCN(c5ccccc5)CC4)nn23)cc1	i	-0.01
COc1ccc(NC(=O)c2cnc(SC)nc2)cc1	i	0.01
Cc1cccc(N(C(=O)CNC(=O)c2ccco2)C(C(=O)NC2CCCC2)c2cccnc2)c1 (stereo unspecified)	i	-0.2
CCOc1ccccc1NC(=O)CN1C(=O)COc2ccc(Cl)cc21	i	0.94
CCOc1cc(/C=N/NC(=O)C(O)(c2ccccc2)c2ccccc2)ccc1OC(=O)c1ccco1	i	-0.43
Cc1ccccc1-n1c(C)nnc1SCc1nc2ccccc2s1	i	-1.6
CCN(C(=O)CSc1ncn[nH]1)C1CCCCC1	i	-0.04
O=C(Cc1ccc(Cl)cc1)Nc1ccc(-c2cc3ccccc3oc2=O)c(Cl)c1	i	-0.44
O=C(NN=C1CCCCCC1)c1ccc2c(c1)OCO2	i	1.2
CCOC(=O)c1sc2nc(C)nc(NCc3ccccc3OC)c2c1C	i	0.32
COc1ccc(NC2c3ccccc3C(=O)N2Cc2ccc3c(c2)OCO3)cc1 (stereo unspecified)	i	0.06
CCN(CC)CCCn1c2c(c(SCC(=O)Nc3cccc4ccccc34)nc1=O)CCC2	i	-1.4
CCc1ccc2nc(NC(=O)Cn3cnc4ccccc4c3=O)sc2c1	i	0.38
CC(C)OCC(O)CN1CCN(CCN2C(=O)c3cccc4cccc(c34)C2=O)CC1 (stereo unspecified)	i	1.9
COc1ccccc1OCCCn1c(=O)oc2ccccc21	i	-0.12
Cc1ccc(-n2nc(C)c(=O)c(-c3ccccc3)c2NC(=O)C(C)C)cc1	i	0.71
Cc1c(C(=O)c2no[n+]([O-])c2C(=O)c2cnn(C)c2C)cnn1C	i	-0.01
CCN(C(=O)CN1CCN(c2ccc(OC)cc2)CC1)c1c(N)n(Cc2ccccc2)c(=O)[nH]c1=O	i	-1.8
COc1ccc(NCCC(O)c2ccc(Cl)cc2)cc1 (stereo unspecified)	i	3.6
COc1ccc(COC(=O)N/N=C/c2cccs2)cc1	i	-0.89
O=C(Cn1cnc2ccccc2c1=O)NCc1cccs1	i	0.63
O=C(CSc1nnc2ccccn12)NCCc1ccc(F)cc1	i	0.05
O=C(O)c1cc(NC(=S)NC(=O)C(c2ccccc2)c2ccccc2)ccc1Cl	i	1.7
CCOc1cccc(OCCOCCNC(C)(C)C)c1	i	1.8
Cc1ccc(-n2c(SCC(=O)Nc3cccc(C)c3)nc3c(oc4ccccc43)c2=O)cc1	i	-0.14

Record cards (already shown). Values in the order: KCNQ2 block, Kir21 block
CCN(C(=O)CSc1ncn[nH]1)C1CCCCC1 as listed: i, -0.04
O=C(Cn1cnc2ccccc2c1=O)NCc1cccs1 as listed: i, 0.63

This is a random part of the collection; any-hit rate near 1.9%.
